p97 ATPase inh: inhibitors of human p97 ATPase, primary screen, biochemical. Transitional endoplasmic reticulum ATPase (Homo sapiens), P55072. recombinant p97 ATPase, Kinase-Glo ATP luminescence, 3 h. inhibition, % at 8 µM. hit rate 0.42% among 220,000. AID 1481, 2009; in the data active = inhibition above about 15%;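 note: 0% = DMSO vehicle and 100% = wells lacking enzyme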
PPC-1+TRAIL kill: compounds killing PPC-1 cancer cells with TRAIL present, primary screen, TRAIL potentiator project, ATPLite luminescence, uHTS. hit rate 0.41% among 220,000. PPC-1 cells + TRAIL, ATPLite viability luminescence. cell killing (% activity), % at 4 µM;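 active = cell killing above 50% in the first pass at 4 µM, then a duplicate retest at 5 µM averaging 50% or more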;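 note: plate controls were cells with TRAIL plus DMSO for no effect and medium-only wells lacking cells for full effect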
EP2 antag: human EP2 receptor antagonists, primary screen, TR-FRET cAMP, C6 glioma cells | Prostaglandin E2 receptor EP2 subtype (Homo sapiens), P43116 | C6 glioma cells expressing human EP2; cells stimulated with saturating PGE2 | inhibition, % at 25 µM | hit rate 0.52% among 260,000;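 active = percent inhibition above 40 after rounding to a whole number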;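 note: rat C6 glioma host cells with rolipram phosphodiesterase inhibitor present; the protocol text gives 20 µM as final concentration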
Target sequence (P43116 whole entry, looked up): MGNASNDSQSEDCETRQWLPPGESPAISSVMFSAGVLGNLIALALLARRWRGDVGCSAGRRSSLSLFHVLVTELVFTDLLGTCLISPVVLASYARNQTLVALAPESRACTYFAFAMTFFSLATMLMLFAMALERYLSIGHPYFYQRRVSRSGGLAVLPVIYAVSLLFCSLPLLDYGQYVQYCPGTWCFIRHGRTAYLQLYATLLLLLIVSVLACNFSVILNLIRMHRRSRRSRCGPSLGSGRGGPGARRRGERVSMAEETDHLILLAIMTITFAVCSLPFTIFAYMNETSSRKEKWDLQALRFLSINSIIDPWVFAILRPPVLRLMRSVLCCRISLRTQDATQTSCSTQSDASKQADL
NCF1 inh: p47phox/p22phox peptide binding inhibitors, primary screen, biochemical, uHTS, NADPH oxidase regulatory subunit. Neutrophil cytosol factor 1 (Homo sapiens), P14598. fluorescence polarization, 2 h. hit rate 0.53% among 220,000. inhibition, % at 24.7 µM;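 active = inhibition above about 30%, limit read from the data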;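 note: 0% = p47phox with labelled peptide and 100% = labelled peptide alone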
Target sequence (P14598 whole entry, looked up): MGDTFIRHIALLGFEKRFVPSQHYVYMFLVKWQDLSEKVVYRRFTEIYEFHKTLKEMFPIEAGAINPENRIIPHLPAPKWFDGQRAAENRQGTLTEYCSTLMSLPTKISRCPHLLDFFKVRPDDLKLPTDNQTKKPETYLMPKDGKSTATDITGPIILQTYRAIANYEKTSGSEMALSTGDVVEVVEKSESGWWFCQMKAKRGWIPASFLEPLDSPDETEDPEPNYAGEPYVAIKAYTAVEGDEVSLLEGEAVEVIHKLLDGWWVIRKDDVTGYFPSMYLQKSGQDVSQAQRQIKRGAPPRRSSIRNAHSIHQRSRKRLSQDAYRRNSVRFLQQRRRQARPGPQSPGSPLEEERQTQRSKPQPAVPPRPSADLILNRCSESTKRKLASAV
RBBP9 inh: human RBBP9 inhibitors, primary screen, biochemical, fluorescence polarization, FP-Rh probe, HTS | Serine hydrolase RBBP9 (Homo sapiens), O75884 | recombinant RBBP9 | inhibition, % at 7.94 µM | hit rate 0.2% among 220,000 | AID 1515, 2009;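 active = inhibition above the campaign mean of all tested compounds plus 3 SD, cut at about 14% in these data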;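 note: plate controls were DMSO wells with RBBP9 for no effect and wells lacking RBBP9 protein for full effect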
Target sequence (O75884 whole entry, looked up): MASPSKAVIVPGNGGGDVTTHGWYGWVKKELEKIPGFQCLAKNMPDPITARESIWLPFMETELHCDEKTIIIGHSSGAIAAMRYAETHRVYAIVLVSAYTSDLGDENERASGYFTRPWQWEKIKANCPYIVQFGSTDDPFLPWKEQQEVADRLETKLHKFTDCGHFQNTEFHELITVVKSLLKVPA
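System: RBBP9 protein | Quantity: 2.5 µM RBBP9 dispensing solution, before mixing | Reagent: FP-Rh probe, 375 nM dispensing solution | Timing: Enzyme-compound preincubation 30 min, then probe labeling 45 min, 25 °C | Measured by: Fluorescence polarization | Read-out: % inhibition | Replication: One well per compound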
Furin inh: human furin inhibitors, primary screen, biochemical, fluorescence intensity; inhibition, % at 30 µM; hit rate 0.061% among 220,000; purified furin, fluorogenic substrate cleavage; P09958; in the data active = inhibition above about 25%; note: inactives centre near -15
TbHK1 inh: Trypanosoma brucei hexokinase 1 inhibitors, primary screen, biochemical, G6PDH-coupled NADH absorbance, MLSCN library; hit rate 0.11% among 220,000; inhibition, % at 10 µM; hexokinase 1 [Trypanosoma brucei]; recombinant TbHK1, G6PDH-coupled NADH A340; AID 1430, 2008;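 active = inhibition of 50% or more in the single-dose primary screen; inactive = inhibition below 50%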
BaF3 parental: parental Ba/F3 cell viability inhibition, counter-screen for JAK2V617F inhibitor project, murine pro-B, CellTiter-Glo luminescence | AID 1486, 2009 | hit rate 1.1% among 220,000 | CellTiter-Glo ATP luminescence | inhibition, % at 5.6 µM;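 active = inhibition above a per-campaign cutoff, the mean inhibition of all tested compounds plus 3 SD, cut at about 27% in these data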;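 note: 0% = DMSO wells and 100% = JAK Inhibitor I control wells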
Ba/F3 V617F tox: reduced viability of JAK2V617F-dependent Ba/F3 cells, primary screen, JAK2V617F inhibitor project, cell-based, Ba/F3 EpoR-JAK2V617F, luminescence; ATP luminescence; inhibition, % at 5.6 µM; hit rate 1.1% among 220,000; AID 1446, 2008;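 active = inhibition above the campaign mean plus 3 SD over all tested compounds, cut at about 24% in these data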;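 note: cytokine-independent growth of Ba/F3 cells driven by EpoR plus mutant JAK2; 0% = DMSO-treated cells and 100% = JAK inhibitor I control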
* marks the source's active call; other numbers are inactive results; . = not tested or not shown; & = joins results of further samples; [ ] = another dose, or the depositor's remark.

Order of values: p97 ATPase inh	PPC-1+TRAIL kill	EP2 antag	NCF1 inh	RBBP9 inh	Furin inh	TbHK1 inh	BaF3 parental	Ba/F3 V617F tox
> O=C(Nc1ccccc1)N1CCN(c2nc3ccccc3s2)CC1
 : -1	16	12	-26	1	-24[20 µM]	-12	5	-1
> Cc1ccc(-c2csc(NC(=O)Cn3[nH]c(=O)c4ccccc4c3=O)n2)cc1
 : 3	18	1	-4	-13	-18	-2	12	4
> O=c1nc(NCc2ccco2)sc2ncccc12
 : 7	12	-5	2	-1	-19[20 µM]	6	2	-4
> CC(=O)NC1(c2ccccc2)CCN(c2nc(C)cc(C)n2)CC1
 : 1	0	9&10	-18	-5	-20	-3	4	-1
> O=C(O)CC1Oc2ccc(Cl)cc2NC1=O (stereo not given)
 : 3	16	7	0	-6	-22	0	3	-6
> Cc1ccc(-c2nc(N/N=C/c3cccnc3)c3ccccc3n2)cc1
 : -53	91*[5 µM]	-6	-46	-3	-21[20 µM]	-31	6	-2
> CN(Cc1ccccc1)C(=O)COC(=O)c1cc(NS(=O)(=O)c2cccs2)ccc1O
 : -5	-6	8	-13	-12	-7	5	2	5
> c1ccc2c(c1)COC(CN1CCCCC1)OC2
 : 5	2	6	4	5	-2	1	0	-3
> CCOc1ccc(CNC(=O)CCc2cn(Cc3ccccc3)c3ccccc23)cc1
 : 7	-15	6	1	-8	-6	-3	7	0
> COC(=O)CC(=O)Cc1nc(N)nc(Nc2ccc(C)c(C)c2)n1
 : 8	20	10	-8	-1	-8	-7	-1	-4
> CCN(CC)S(=O)(=O)c1cccc(C(=O)OCC(=O)C23CC4CC(CC(C4)C2)C3)c1
 : 0	8	7	-15	-6	-7[20 µM]	23	5	-3
> COc1ccc(CN2CCNC(=O)C2CC(=O)NCc2cccc(C)n2)c(OC)c1 (stereo not given)
 : -5	2	8	-3	0	-9	-1	-1	6
> Cc1cc(C(=O)NCc2cc(C)n(C)n2)sc1-c1ccccc1
 : 8	23	9	-16	-3	-17[20 µM]	-5	3	-3
> CCc1ccc(NC(=S)NCc2cccnc2)cc1
 : 5	2	8	-19	-5	-19	0	0	2
> CCN(CC)C(=O)C1=C(C)NC(=O)NC1c1ccccc1F (stereo not given)
 : 7	2	9	-44	-5	-7[20 µM]	4	7	0
> Cc1ccc[n+](-c2[nH]c(=O)sc2/C=N/NC(=O)c2ccccc2[O-])c1
 : -4	19	9	-9	-5	11	-45	7	2
> CCOC(=O)C(C)N1C(=O)S/C(=C/c2ccc3c(c2)n(C)c(=O)n3C)C1=O (stereo not given)
 : -1	27	7	-2	-11	-11	-19	3	1
> COc1ccccc1NC(=O)CSc1nccc(=O)[nH]1
 : 1	-11	12	-3	-3	-23[20 µM]	5	2	-1
> O=c1ccc(Cc2ccc(Cl)cc2)n[nH]1
 : 2	17	4	-3	-5	-35	3	8	-2
> O=c1cc(CSc2nnc(-c3cccnc3)n2-c2ccccc2F)nc2sccn12
 : -2	11	8	-13	-7	-14[20 µM]	-6	3	1
> N#Cc1c(NC(=O)C2CCCO2)sc2c1CCCCC2 (stereo not given)
 : 6	19	10	-3	-2	-24	0	6	1
> O=C(O)c1cc2cc(F)ccc2[nH]1
 : 5	-5	12&12&12	-5&4	8	-14	0	5	-1
> CCOC(=O)/C(=N/Nc1ccccc1OC)N1CCCc2ccccc21
 : -3	15	10	-13	0	-7	-6	-1	1
> CCNC(=S)NC1CC2CCCC(C1)N2Cc1ccco1 (stereo not given)
 : 1	21	28	-2	-1	-14[20 µM]	-1	-1	0
> O=C(Nc1nnc(-c2ccco2)o1)c1ccc(S(=O)(=O)N2CCCC2)cc1
 : 5	4	11	-2	-4	-16	-15	7	0
> CCOc1ncnc2c1[nH]c1ccccc12
 : 7	-3	4	6	3	-13	-14	-1	3
> Cc1ccc(N(Cc2cc(=O)[nH]c3ccccc23)C(=O)c2ccco2)cc1
 : 6	7	6	3	-1	1	-5	0	-5
> CCOC(=O)c1ccc(NC(=O)CSc2nc(C)cc(=O)[nH]2)cc1
 : -4	0	12	-9	-9	-3	7	4	2
> Nn1c(SCc2cccc(C(F)(F)F)c2)nnc1-c1ccco1
 : 0	11	17	-3	-7	-10	2	2	1
> COc1ccc(C(=O)N2CCN(C(=O)c3cc(OC)c(OC)c(OC)c3)CC2)cc1
 : 3	24	.	-10	-3	-20	3	5	-3

Pulled by structure from the entries so far:
Order of values: p97 ATPase inh	PPC-1+TRAIL kill	EP2 antag	NCF1 inh	RBBP9 inh	Furin inh	TbHK1 inh	BaF3 parental	Ba/F3 V617F tox
> O=C(Nc1nnc(-c2ccco2)o1)c1ccc(S(=O)(=O)N2CCCC2)cc1
 : 5	4	11	-2	-4	-16	-15	7	0
> CCOC(=O)c1ccc(NC(=O)CSc2nc(C)cc(=O)[nH]2)cc1
 : -4	0	12	-9	-9	-3	7	4	2

Further results:
Order of values: p97 ATPase inh	PPC-1+TRAIL kill	EP2 antag	NCF1 inh	RBBP9 inh	Furin inh	TbHK1 inh	BaF3 parental	Ba/F3 V617F tox
> CCCNNC(=O)C(O)(c1cccc(C)c1)c1cccc(C)c1
 : -3	2	11	-19	-4	-20	-7	5	3
> COc1cc(/C=C/C(=O)OCC(=O)NC(=O)NCc2ccccc2)ccc1OCC#N
 : 0	-15	2	1	-2	-27	0	4	-2
> Cn1c(/C=N/Nc2nc3ccccc3[nH]2)nc2ccccc21
 : -3	48	7	-14	-7	2	-19	9	6
> O=C(Nc1ccccc1)OC1CCC2CC1CCC2OC(=O)Nc1ccccc1 (stereo not given)
 : 1	0	27	5	-13	-5	-10	8	-2
> CCCCNC(=O)CSc1nnc(-c2ccco2)n1C
 : -2	6	15	-11	-6	-3	5	4	6
> CC(C)C(c1nnnn1CCc1ccccc1)N1CCC(C(N)=O)CC1 (stereo not given)
 : 4	-6	11	-8	4	-37	1	9	-3
> CCOc1ccc(-c2nnn(CC(=O)N3CCN(c4ccc(F)cc4)CC3)n2)cc1OCC
 : 2	3	10	-3	-2	2[20 µM]	3	4	-1
> Cc1ccnc(-n2c(C)cc(/C=N/NC(=O)COc3cccc4cccnc34)c2C)c1
 : 0	21	7	-17	-7	-14	-26	5	-1
> CCN(CC)CC(C)OC(=O)c1cc(OC)c(OC)c(OC)c1 (stereo not given)
 : 5	9	4	-12	6	-6[20 µM]	1	2	0
> Cc1onc(-c2c(F)cccc2Cl)c1C(=O)N1CCc2ccccc2C1
 : -3	12	16	-10	-7	-20	-1	5	2
> CCn1nc([N+](=O)[O-])c(C(C#N)c2nc3ccccc3n2C)c(Cl)c1=O (stereo not given)
 : 5	9	10	0	3	-18	-2	8	2
> Cn1cc([N+](=O)[O-])c(C(=O)Nc2ccc3nc(-c4ccccc4)[nH]c3c2)n1
 : 9	11	14	-30	4	-6	-14	9	-1
> O=c1nc2n(c3ncccc13)CCCCC2
 : 5	1	2	-5	-4	-13	9	8	2
> C#C[C@]1(O)CC[C@H]2[C@@H]3CCC4=C(CCC(=O)C4)[C@H]3CC[C@@]21C
 : 4	16	21	-2	-4	-1	-2	3	-2
> CCCCCOC(=O)c1ccc(OC(=O)c2cncc(Br)c2)cc1
 : 5	10	9	-13	-6	-22[20 µM]	3	6	-3
> Cc1csc2nc(CNC(=O)c3ccco3)cn12
 : 7	11	0	-6	-5	-19[20 µM]	0	0	-3
> COc1ccccc1-c1cc(N)n[nH]1
 : 2	-10	13	8	-4	-31	-1	-1	-3
> CNc1sc(C(=O)c2ccc(F)cc2)c(N)c1-c1nc2ccccc2s1
 : -3	-10	6	-12	0	2[20 µM]	2	6	5
> FC(F)(F)c1cccc(Cn2nnnc2-c2cccc(C(F)(F)F)c2)c1
 : 1	-1	10	-17	-5	-7[20 µM]	3	5	0
> O=C(NC(=S)Nc1ccc(N2CCOCC2)cc1)c1cncc(Br)c1
 : -5	32	7	-2	-3	1	1	9	3
> COc1cccc(CC2(CO)CCN(Cc3ccc(NC(C)=O)cc3)CC2)c1
 : -5	9	6	-3	-7	-21	5	8	3
> CCCc1ccc(-c2cc(N)n[nH]2)cc1
 : 5	38	1	-12	-5	-14[20 µM]	7	2	-4
> CC(C)CCNC(=O)C1CC(c2cccc([N+](=O)[O-])c2)=NO1 (stereo not given)
 : -2	-18	-2	-8	-11	3[20 µM]	-5	4	3
> O=C1C2C(c3ccccc3)C=CC(c3ccccc3)C2C(=O)N1c1ccncc1 (stereo not given)
 : -9	0	1	-8	-7	-7[20 µM]	-4	1	3
> CCOc1ccc(CCNC(=O)c2nnc(Cc3ccc(F)cc3)o2)cc1OCC
 : 5	4	2	-2	5	-9	0	7	-2
> COc1ccc(C2CC(=O)C=C(NCC3CCCO3)C2)cc1 (stereo not given)
 : 7	9	19	-2	-3	-22	5	3	-3
> O=C(Cc1c(F)cccc1Cl)NCCN1CCOCC1
 : 5	-3	5&8	-9	-3	-28	0	2	-3
> CCOc1ccc(NC(=O)N(C2CCCCC2)C(C)c2cccnc2)cc1 (stereo not given)
 : -4	0	14	-5	-11	-17	-6	3	0
> O=C(NCc1ccco1)C(c1ccco1)N(Cc1cccs1)C(=O)Cn1nnc2ccccc21 (stereo not given)
 : -2	20	17	-7	-9	-7[20 µM]	6	1	-5
> Cc1cc(C)c(C)c(S(=O)(=O)N2CCNCC2)c1C
 : -4	3	-1	20	-11	-7	9	7	3
> O=C(COC(=O)C1=COCCO1)Nc1ccc(OC(F)F)cc1
 : 3	-25	11	-3	3	-29	0	1	-1
> c1ccc(Cn2nnnc2C(c2cccnc2)N2CCN(C3CCCCC3)CC2)cc1 (stereo not given)
 : 3	44	7	-14	3	-18[20 µM]	0	8	-1
> Cc1cccc(CCNS(=O)(=O)c2ccc(S(=O)(=O)NC3CCCC3)cc2)c1
 : 4	1	6	5	-6	-17[20 µM]	9	1	-2
> CNCCC(Oc1ccc(C(F)(F)F)cc1)c1ccccc1 (stereo not given)
 : 3	21	17&10&8	-6	-5	-19	10	5	-2
> CC1=C(C(=O)N2CCOCC2)C(c2ccc(Br)cc2)NC(=S)N1c1ccccc1 (stereo not given)
 : 4	-7	6	-18	-11	-29	-1	3	1
> C=CCSc1nnc(NC(=O)CSc2ccccn2)s1
 : -1	2	10	-4	-4	-11[20 µM]	-5	1	-2
> CCn1c(Cc2ccccc2)nnc1SCC(=O)Nc1nc(C)c(C)s1
 : 0	37	4	-6	-5	-22	2	2	-4
> CCOc1ccc(NC(=O)c2cccnc2C(=O)O)cc1
 : 4	0	7	-5	-5	-19	-5	1	-1
> CCN(CC)C(=O)N1CCN(S(=O)(=O)c2c(C)cc(C)cc2C)CC1
 : -3	.	13	5	-2	-15	4	11	1
> COc1ccc(OC)c(NC(=O)c2ccc(CSc3ncccn3)cc2)c1
 : 2	5	8	-6	-5	-19	0	-2	-2
> COc1ccc(-c2nc(N/N=C(\C)c3ccc(O)cc3)c3ccccc3n2)cc1
 : -2	44	5	-16	-24	-29	-19	3	0
> C/C=C/C(=O)OCC(=O)Nc1cc(-c2cc(C)c(C)cc2C)nn1-c1ccccc1
 : 3	12	5	-43	-6	-13	-6	6	0

Screening data (PubChem)

This is a subset; count on the stated rates, not on these rows.
